From PubChem
G9a block: qHTS Assay for Inhibitors of Histone Lysine Methyltransferase G9a; AID 504332, 2011; Potency, µM (highest dose often 102 µM), inactives show at the highest dose activity, negative = inhibition, hits mostly inhibitors; G9a H3K9 monomethylation, AlphaScreen, 2 h; 350,000 compounds, 8.8% hits; further: potency means the concentration at half of the fitted maximal effect; on the % scale 0 is the no-effect control and ±100 the full control effect; nearly all actives have a fitted effect of over 75% in size
Target sequence (Q96KQ7 913-1193 limits assumed): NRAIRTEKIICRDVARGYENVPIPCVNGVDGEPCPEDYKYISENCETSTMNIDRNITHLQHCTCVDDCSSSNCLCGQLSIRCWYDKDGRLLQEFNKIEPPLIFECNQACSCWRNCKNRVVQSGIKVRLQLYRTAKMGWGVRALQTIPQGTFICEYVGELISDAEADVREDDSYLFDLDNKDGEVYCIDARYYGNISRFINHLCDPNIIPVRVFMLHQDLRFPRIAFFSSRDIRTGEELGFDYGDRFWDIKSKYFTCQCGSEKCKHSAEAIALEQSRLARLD
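AlphaScreen detection with an anti-monomethyl H3K9 antibody quantified product after a 2 h room-temperature reaction containing 500 nM biotinylated H3K9 peptide, 20 µM SAM and 20 nM enzyme, which had been preincubated 15 min with compound.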
PI4K2A inh: qHTS for small molecular inhibitors of PI4K2A; 420,000 compounds, 0.13% hits; Phosphatidylinositol 4-kinase type 2-alpha (Homo sapiens), Q9BTU6; activity change, negative = inhibition, % at 76.9 µM; purified PI4K2A, ADP-Glo luminescence, 1 h; active compounds read low; AID 1346378, 2018; in the data active means activity change below about -50%; inconclusive means mostly about -30% to -49%;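 further: -100% = wells without enzyme as full effect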
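PI4K2A activity was measured by ADP-Glo luminescence: enzyme (4 ug/mL stock) and phosphatidylinositol (1.2 mM stock) in Tris pH 7.5/MgCl2/EGTA/Triton X-100 buffer were reacted with ATP (300 microM stock) for one hour at ambient temperature.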
JMJD2A Tudor inh: qHTS Assay for Inhibitors of JMJD2A-Tudor Domain; AlphaScreen JMJD2A-Tudor / H3K4me3 peptide binding; Potency, µM (titrated, usually from 114 µM), inactives show at the highest dose activity change, negative = inhibition, usual class: inhibitors; 390,000 compounds, 4.4% hits; AID 504339, 2011; further: potency means the concentration at half of the fitted maximal effect; on the % scale 0 is the no-effect control and ±100 the full control effect; nearly all actives have a fitted effect of over 50% in size
HP1b binding inh: HTS for Inhibitors of HP1-beta Chromodomain Interactions with Methylated Histone Tails | AlphaScreen HP1-beta / biotin-H3K9me3 peptide binding | Potency, µM (doses to about 114 µM), inactives show at the highest dose activity change, negative = inhibition, usual class: inhibitors | 390,000 compounds, 0.56% hits | AID 540317, 2011; further: potency means the concentration at half of the fitted maximal effect; nearly all actives have a fitted effect of over 70% in size; inactives centre near 23
Target sequence (P83916 whole entry, looked up): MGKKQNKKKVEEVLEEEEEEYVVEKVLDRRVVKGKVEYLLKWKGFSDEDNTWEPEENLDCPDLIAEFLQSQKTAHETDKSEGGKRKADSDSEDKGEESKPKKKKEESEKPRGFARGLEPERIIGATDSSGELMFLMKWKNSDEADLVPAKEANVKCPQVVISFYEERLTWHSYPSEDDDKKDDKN
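Compound inhibition of the preformed complex between 50 nM HP1-beta and 50 nM biotinylated H3K9me3 peptide was read by AlphaScreen. Buffer was PBS pH 7.4 with 0.01% Tween-20. Incubations ran 30 min at room temperature, with 10 ug/mL donor/acceptor beads.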
BAZ2B block: qHTS Assay for Inhibitors of BAZ2B. AlphaScreen BAZ2B-H3K14Ac peptide displacement. Bromodomain adjacent to zinc finger domain protein 2B (Homo sapiens), Q9UIF8. 360,000 compounds, 4.4% hits. Potency, µM (doses to about 114 µM), for inactives: top-dose activity change, negative = inhibition, hits mostly inhibitors; further: potency means the concentration at half of the fitted maximal effect; on the % scale 0 is the no-effect control and ±100 the full control effect; nearly all actives have a fitted effect of over 60% in size
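BAZ2B (50 nM) with biotin-H3(5-23)K14Ac peptide (50 nM) in PBS pH 7.4, 0.01% Tween-20, preformed 30 min, then compound 30 min at room temperature; top concentration 110uM. AlphaScreen streptavidin donor/nickel chelate acceptor beads (10 ug/mL final), 20 min dark, signal read.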
Pin1 inhibitor: qHTS Assay to Find Inhibitors of Pin1 | Peptidyl-prolyl cis-trans isomerase NIMA-interacting 1 (Homo sapiens), Q13526 | Pin1 FP peptide displacement, HiFluor488, 10 min | Potency, µM (series often up to 115 µM), without a hit: at the highest dose activity, negative = inhibition, hits mostly inhibitors | 390,000 compounds, 0.009% hits; active means well fitted inhibition curve with a large enough effect in the polarisation, with a control signal flat, not every such curve was filed as active; inconclusive means small, poorly fitted or top-dose-only effect, or effect the other way, or a change in a side signal; inactive means no such curve, though single readings can be large or run the other way; the % refers to the polarisation; further: potency means the concentration at half of the fitted maximal effect; on the % scale 0 is the no-effect control and ±100 the full control effect
Target sequence (Q13526 whole entry, looked up): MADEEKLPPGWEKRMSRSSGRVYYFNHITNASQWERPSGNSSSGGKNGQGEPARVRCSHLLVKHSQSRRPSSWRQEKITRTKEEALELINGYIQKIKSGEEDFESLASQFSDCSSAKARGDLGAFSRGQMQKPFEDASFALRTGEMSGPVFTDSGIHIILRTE
GLS inh: qHTS for Inhibitors of Glutaminase (GLS); GLS enzymatic activity, qHTS titration; Potency, µM (highest dose often 45.5 µM), for the others: top-dose activity change, negative = inhibition, most hits filed as inhibitors; 410,000 compounds, 0.21% hits; AID 624170, 2012; further: potency means the concentration at half of the fitted maximal effect; on the % scale 0 is the no-effect control and ±100 the full control effect
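Coupled fluorescence readout: glutamate oxidase/HRP/Amplex Red detect glutamate formed by hKGA from L-glutamine (1 mM solution added). Buffer 45 mM KH2PO4 pH 8.2, 0.02% Tween-20; reads at t0 and 30 min RT.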
Pol eta inh: qHTS for Inhibitors of Polymerase Eta; 390,000 compounds, 1.2% hits; recombinant Pol eta, fluorescent DNA replication assay; AID 588591, 2011; DNA polymerase eta (Homo sapiens), Q9Y253; Potency, µM (series often up to 114 µM), for inactives: top-dose activity change, negative = inhibition, actives largely listed as inhibitors; further: potency means the concentration at half of the fitted maximal effect; on the % scale 0 is the no-effect control and ±100 the full control effect
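Pol eta at 10 nM preincubated with compounds 15 min at room temperature; reaction started with fluorescent substrate (50 nM final) and read kinetically at 0 and 10 min.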
Tb PGK inh: qHTS Assay to Find Inhibitors of Phosphoglycerate Kinase. AID 602233, 2012. Potency, µM (doses to about 57.5 µM), for the others: top-dose activity change, negative = inhibition, hits mostly inhibitors. 380,000 compounds, 0.043% hits. PGK/GAPDH coupled, Kinase-Glo luminescence, 60 min. Phosphoglycerate kinase, glycosomal (Trypanosoma brucei brucei), P07378; further: potency means the concentration at half of the fitted maximal effect; on the % scale 0 is the no-effect control and ±100 the full control effect; nearly all actives have a fitted effect of over 60% in size
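Luminescent ATP detection (Kinase-Glo Plus) follows a 60-minute room-temperature incubation, with wells lacking PGK as controls. Buffer: 100 mM TEA (pH 7.6), 5 mM MgCl2, 0.01% Tween-20. Coupling enzyme GAPDH (100 nM final) supplies unstable 1,3-BPG in-well.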
* marks the source's active call; other numbers are inactive results; i = inactive; ? = inconclusive; · = no result given; [ ] = dose if it differs, or a comment. Unless noted, the call rests on the fitted dose curve; in most records, active means well fitted curve in the direction sought with a large enough effect; inconclusive means small, poorly fitted or top-dose-only effect, or another doubt; inactive means no such curve, though single readings can be large; an effect the other way counts as inactive or inconclusive. Some of the compounds tested; rates above refer to the full screens.

SMILES	G9a block	PI4K2A inh	JMJD2A Tudor inh	HP1b binding inh	BAZ2B block	Pin1 inhibitor	GLS inh	Pol eta inh	Tb PGK inh
CC(=O)CN1C(=O)NC2(CCCc3ccccc32)C1=O (centres undefined)	20%	7	-12%	30%	4%	3%	-1%	-8%	2%
OC1(c2ccccc2)CN(c2ccccc2)C2=[N+]1CCS2 (centres undefined)	-23%[59 µM]	-1	-20%	1%	40µM*	-1%	7%	-10%	-5%
CC1Cc2nc(SCC(=O)Nc3nccs3)n(C)c(=O)c2S1 (centres undefined)	?	-7	-15%	58%[activator]	-7%	?	-3%	?	-5%
CCC(CO)Oc1cc(NCc2ccccc2F)c2ncn(C(C)C)c2c1 (centres undefined)	18%[2.33 µM]	-9	?	-3%	?	6%	23%	-3%	-1%
CC(OC(=O)CNC(=O)c1ccc2ccccc2c1)C(=O)N(C)C1CCCCC1 (centres undefined)	?	2	-2%	21%	0%	-9%	-8%	-19%	-10%
COc1ccc(N2CCN(C(=O)CSc3ccccc3N)CC2)cc1	?	-2	-31%	2%	-38%	2%	27%	-8%	-4%
CC(=O)OCC1OC(n2c(-c3ccc(Cl)cc3)ccc(C#N)c2=S)C(OC(C)=O)C(OC(C)=O)C1OC(C)=O (centres undefined)	·	8	-6%	17%	·	?	0%	?	1%
COc1ccc(N/C=C2/Sc3ccccc3NC2=O)cc1	?	-1	-27%	12%	-20%	16%	9%	-7%	·
CC12CCC(c3c(C(=O)O)nn(-c4ccc(F)cc4)c31)C2(C)C (centres undefined)	17%[12.7 µM]	0	-17%	76%[activator]	-25%	-18%	1%	10%	-3%
Cc1ccc(NCc2nnc(SCC(=O)N3CCCc4ccccc43)o2)c(C)c1	?	2	?	12%	-7%	-2%	20%	-11%	9%
O=C(NNC(=O)c1cc(Cl)ccc1O)c1cccs1	51%[activator]	5	-10%	41%[activator]	1%	-13%	16%	-18%	9%
Cc1ccc(S(=O)(=O)N2CCOCC2)cc1C(=O)c1nccn1C	-18%	4	-17%	37%	-39%	0%	-2%	-23%	-7%
COC(=O)c1nn(-c2ccc3c(c2)OCO3)cc1O	2%	-25	-4%	31%	-5%	-6%	-4%	-12%	-16%
O=C(CCCCCNc1nc(=S)[nH]c2ccccc12)NCCC1=CCCCC1	10%	3	-10%	24%	-2%	0%	2%	-18%	-2%
O=C(Nc1cccc(-c2cccc(Cl)c2)c1)C1CCN(CC2CCOC2)CC1 (centres undefined)	-6%	0	-20%	36%	-20%	2%	9%	-11%	-9%
CCOc1cc(NC(=S)Nc2ccccc2)c(OCC)cc1NC(=O)c1ccc(OC)cc1	-3%	-1	?	-33%	?	2%	5%	-11%	-10%
CN(CC(=O)Nc1c(Cl)cccc1Cl)C(=O)Cc1ccsc1	·	-12	-32%	4%	·	6%	1%	-7%	-2%
COc1ccc(C(C)=O)c(OCC(=O)NCCC2=CCCCC2)c1	·	0	·	·	·	·	5%	-3%	3%
Cc1cc(-c2n[nH]c(=S)n2/N=C/c2ccc(C)o2)n[nH]1	7.9µM*	-17	3.2µM*	?	-29%	0%	-20%	-12%	-6%
O=C(CN1CCN(S(=O)(=O)c2ccccc2)CC1)Nc1ccc(Cl)cn1	9%	0	-11%	28%	?	-3%	0%	-13%	-6%
O=C(CCNC(=O)c1ccco1)Nc1ccc(SC(F)F)cc1	6%	1	-13%	41%[activator]	-7%	-6%	0%	0%	-2%
COC(=O)C1CCCN1C(C(=O)NC1CCCCC1)c1ccc(Cl)cc1 (centres undefined)	?	2	-21%	49%[activator]	1%	-18%	-1%	0%	-9%
O=C(NNC(=O)C1CC=CCC1C(=O)O)c1cccs1 (centres undefined)	3%	-7	-6%	46%[activator]	-4%	-1%	10%	-16%	-2%
O=C(c1ccc(Cl)cc1)N1CCN(CCc2ccncc2)CC1	-31%[59 µM]	1	-7%	29%	-5%	5%	-2%	18%	-3%
CC(C)n1c(Nn2cnnc2)nc2ccccc21	-28%	-4	-15%[11.4 µM]	29%	6%	-2%	-7%	-12%	i
Cc1cc(Oc2nc3ccccn3c(=O)c2/C=C(\C#N)C(=O)NC2CCS(=O)(=O)C2)ccc1Cl (centres undefined)	-4%	1	-24%	-16%	-5%	0%	7%	-3%	5%
CCCCCCc1cc2cc(C(=O)OCC)c(=O)oc2cc1O	42%[activator]	1	31%	69%[activator]	20%	-1%	10%	-3%	-6%
COc1cc(Br)cc(/C=N/N(CCO)C2=NS(=O)(=O)c3ccccc32)c1OC	-1%	0	-13%	3%	-18%	-9%	14%	12%	-10%
CN(C)/C=C(\C(=O)c1ccc(F)cc1F)c1nnnn1-c1ccccc1	8%[59 µM]	0	-8%	24%	5%	-1%	-9%	-6%	-10%
Cc1cc(C(=O)N/N=C/c2cccc(OC(=O)c3ccco3)c2)n[nH]1	9%	2	-21%	8%	0%[57.1 µM]	-3%	2%	-11%	-6%
N#C/C(=N/Nc1ccccc1[N+](=O)[O-])C(N)=S	1.1µM*	2	-22%	12%	-18%	-1%	12%	-11%	-12%
Cc1ccc(C)c(N(C(=O)c2csnn2)C(C(=O)NC2CCCCC2)c2cccnc2)c1 (centres undefined)	12%	1	-6%	16%	18%	-1%	-1%	-4%	7%
Cc1ccc2c(CC(=O)Nc3ccc(S(=O)(=O)N4CCCCC4C)cc3)coc2c1C (centres undefined)	-43%[59 µM]	1	-19%	1%	?	33%[activator]	1%	-12%	-7%
COc1cc(C(CC(=O)Nc2ccc(C)c(F)c2)N2Cc3ccccc3C2=O)cc(OC)c1OC (centres undefined)	-7%[59 µM]	3	-14%	4%	-5%	2%	-2%	-12%	-2%
CCOC(=O)N1CCN(C(=O)CCS(=O)(=O)c2ccc3c(c2)CCN3C(=O)CC)CC1	2%	-1	-1%	38%	-14%[57.1 µM]	0%	0%	-10%	-3%
Cc1cc(C)nc(SCc2cnc(C)nc2N)n1	?	2	-10%	22%	6%	-5%	2%	-20%	-6%
CN(CCc1ccccc1)C(=O)c1ccc(NC(=O)Cc2ccc(NC(=O)C3CCN(C(=O)C4CC4)CC3)cc2)cc1	·	-5	-7%	19%	·	-2%	-5%	-7%	i
CCOC(=O)COn1c2c(c3c4no[n+]([O-])c4ccc31)CCCC2	6%[12.7 µM]	11	-19%	7%	4%	3%	7%	0%	0%
COCCCNCC1C(Oc2ccc(Cl)cc2)C(=O)N1c1ccccc1C (centres undefined)	8%[59 µM]	-2	-6%	51%[activator]	-8%	3%	-7%	-14%	i
COc1ccc(CNC(=O)CN2CCN(c3ccccc3O)CC2)cc1OC	15%[2.33 µM]	-2	-18%	15%	-3%	-11%	13%	-1%	-4%

Exported with values under each structure: part of the list above.
Order of results: G9a block, PI4K2A inh, JMJD2A Tudor inh, HP1b binding inh, BAZ2B block, Pin1 inhibitor, GLS inh, Pol eta inh, Tb PGK inh
> N#C/C(=N/Nc1ccccc1[N+](=O)[O-])C(N)=S
    1.1µM*, 2, -22%, 12%, -18%, -1%, 12%, -11%, -12%
> Cc1ccc(C)c(N(C(=O)c2csnn2)C(C(=O)NC2CCCCC2)c2cccnc2)c1 (centres undefined)
    12%, 1, -6%, 16%, 18%, -1%, -1%, -4%, 7%
> Cc1ccc2c(CC(=O)Nc3ccc(S(=O)(=O)N4CCCCC4C)cc3)coc2c1C (centres undefined)
    -43%[59 µM], 1, -19%, 1%, ?, 33%[activator], 1%, -12%, -7%
> COc1cc(C(CC(=O)Nc2ccc(C)c(F)c2)N2Cc3ccccc3C2=O)cc(OC)c1OC (centres undefined)
    -7%[59 µM], 3, -14%, 4%, -5%, 2%, -2%, -12%, -2%
> CCOC(=O)N1CCN(C(=O)CCS(=O)(=O)c2ccc3c(c2)CCN3C(=O)CC)CC1
    2%, -1, -1%, 38%, -14%[57.1 µM], 0%, 0%, -10%, -3%
> Cc1cc(C)nc(SCc2cnc(C)nc2N)n1
    ?, 2, -10%, 22%, 6%, -5%, 2%, -20%, -6%
> CN(CCc1ccccc1)C(=O)c1ccc(NC(=O)Cc2ccc(NC(=O)C3CCN(C(=O)C4CC4)CC3)cc2)cc1
    ·, -5, -7%, 19%, ·, -2%, -5%, -7%, i
> CCOC(=O)COn1c2c(c3c4no[n+]([O-])c4ccc31)CCCC2
    6%[12.7 µM], 11, -19%, 7%, 4%, 3%, 7%, 0%, 0%
> COCCCNCC1C(Oc2ccc(Cl)cc2)C(=O)N1c1ccccc1C (centres undefined)
    8%[59 µM], -2, -6%, 51%[activator], -8%, 3%, -7%, -14%, i
> COc1ccc(CNC(=O)CN2CCN(c3ccccc3O)CC2)cc1OC
    15%[2.33 µM], -2, -18%, 15%, -3%, -11%, 13%, -1%, -4%
